Assay outcomes as filed in PubChem BioAssay.
Yeast growth tox: yeast growth toxicity, wild-type and mutant, primary screen, cytotoxicity control for eIF2B function restoration project, wild-type and eIF2Bepsilon R284H mutant, A595; S. cerevisiae wild-type growth, A595 turbidity, 16 h; growth inhibition, % at 25 µM (by protocol); hit rate 0.3% among 30,000;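 active means mutant and wild-type yeast strains alike exhibit over 30% growth inhibition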;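 further: 0% = untreated cell controls and 100% = YPD media blanks without cells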
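Incubation: 16 h growth with compound, 30 °C; Material: S. cerevisiae wild-type or eIF2Bepsilon-R284H mutant strain; Signal: turbidity measured as absorbance at 595 nm; Medium: YPD yeast growth medium; Measure: growth inhibition (%) versus cell controls and blanks; Doses: 25 µM single dose.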
eIF2B yeast act: GCN4-lacZ reporter reduction in eIF2B-epsilon mutant yeast, primary screen, S. cerevisiae, eIF2B-epsilon R284H, Beta-Glo luminescence; inhibition, % at 25 µM (by protocol); hit rate 0.91% among 27,000;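 active means mutant luminescence inhibited past about 50% while wild type luminescence and mutant growth stay under set limits, limit read from the data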; further: some compounds called inactive have numbers as strong as hits
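Assay system: yeast eIF2B-epsilon R284H mutant carrying GCN4–beta-galactosidase fusion / Buffer or medium: YPD / Incubation: 16 h growth with compound at 30 °C, 90 min Beta-Glo step / Detection: Beta-Glo luminescence after Z-buffer lysis, growth by 595 nm absorbance / Read-out: % inhibition of reporter signal and growth versus controls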
Yeast growth tox inhibition %: recorded beside Yeast growth tox, whose call it bears; growth inhibition, %; S. cerevisiae eIF2Bepsilon-R284H mutant growth, A595 turbidity, 16 h;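 each compound tested once at 25 µM; 0% equals untreated cells and 100% equals cell-free medium blanks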
eIF2B yeast act mutant toxicity: further read-out of eIF2B yeast act, marked with its call; growth inhibition, %; measured here: mutant yeast growth, toxicity;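 each compound tested once at 25 µM; zero equals untreated control growth and 100 equals blank medium absorbance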
Active calls of the source: *; · = no result given. A portion of the library; rates above refer to the full screens.

Values run as follows: eIF2B yeast act | eIF2B yeast act mutant toxicity | Yeast growth tox inhibition % | Yeast growth tox
COc1cc(-c2c(C#N)c(N)nc3c2CCCC3)ccc1O
 : · | · | -14 | -15
Cc1cc(C(=O)CSc2nc3ccc(Cl)cc3[nH]2)c(C)n1CC1CCCO1 (stereo not drawn)
 : · | · | 0 | 12
CCCC(=O)Nc1cnc(NC(=O)c2cccc(F)c2)cc1C
 : 64 | 21 | 21 | 18
Cc1ccc(C)c(Cn2cnc3c(nnn3-c3ccc(F)cc3)c2=O)c1
 : 30 | · | 0 | -29
COc1cc(C2C(C#N)=C(C)NC3=C2C(=O)CC(C)(C)C3)ccc1OCCO (stereo not drawn)
 : 18 | 9 | 9 | 3
O=C(NCc1cccs1)C1CCC(=O)N1C1CCCCC1 (stereo not drawn)
 : 7 | · | 0 | 8
Cc1ccc(NC(=O)CSC2=C(C#N)C(c3ccco3)CC(=O)N2)cc1 (stereo not drawn)
 : 20 | 9 | 9 | 11
C(=N\n1cnnc1)/c1cn(Cc2ccccc2)c2ccccc12
 : 23 | -3 | -3 | -13
COC(=O)Cc1[nH]n(-c2nc3ccccc3s2)c(=O)c1C(C)=O
 : · | · | 15 | 8
O=C(O)c1cccc(-n2cccc2/C=N/O)c1
 : 22 | 15 | 15 | 17

(more compounds)
Values run as follows: eIF2B yeast act | eIF2B yeast act mutant toxicity | Yeast growth tox inhibition % | Yeast growth tox
C(=NC12CN3CN(CN(C3)C1)C2)c1ccc2c(c1)OCO2
 : 20 | 11 | 11 | 6
CCOc1ccc(N2CCn3c2nc2c3c(=O)n(CCc3ccccc3)c(=O)n2C)cc1
 : 18 | -5 | -5 | 16
CC1CN(S(=O)(=O)c2cccc(C(=O)OCC(=O)c3cccs3)c2)CC(C)O1 (stereo not drawn)
 : -2 | -19 | -19 | 6
Cc1ccc2[nH]c(=O)c(CN(Cc3ccccc3)Cc3nnnn3C3CCCC3)cc2c1
 : 20 | · | 0 | 4
C=CCn1c2ccccc2n2nc(C)c(=O)nc12
 : -13 | -4 | -4 | 11
CCCCSc1nnc(-c2ccc(C)cc2)n1C
 : 1 | -18 | -18 | 6
COc1cccc(C(=O)NC(C)C(c2cccs2)N2CCN(C)CC2)c1 (stereo not drawn)
 : 10 | 3 | 3 | 23
Cc1cc(/N=C/C=C2\N(C)c3ccccc3C2(C)C)n(CCC#N)n1
 : 38 | 3 | 3 | 0
O=C(COc1ccc(S(=O)(=O)N2CCCC2)cc1Cl)N1CCN(c2ccccc2)CC1
 : 1 | · | · | ·
CCOC(=O)Cc1c(C)nc2cc(-c3ccc(C(C)(C)C)cc3)[nH]n2c1=O
 : 28 | 16 | 16 | 14

(more compounds)
Values run as follows: eIF2B yeast act | eIF2B yeast act mutant toxicity | Yeast growth tox inhibition % | Yeast growth tox
Cc1ccc(NC(=O)CSc2nnc(-c3ccncc3)n2C)cc1C
 : -37 | · | · | ·
CCCN(CCC)c1nc(N)c(C#N)c(CC#N)c1C#N
 : · | · | 9 | 7
Cc1cc2cc(CN(Cc3ccc4c(c3)OCO4)C(=O)c3ccco3)c(=O)[nH]c2cc1C
 : -4 | -7 | -7 | -8
COc1cc2c(cc1OC)-c1nnnn1C(C)(C)C2
 : 4 | 4 | 4 | 13
CC1=CC(C)(C)N(C)C(=O)N1c1ccc(Cl)cc1
 : · | · | 12 | 11
Cc1cc(Cl)ccc1OCC(=O)OC(C)C(=O)N(C)C (stereo not drawn)
 : 7 | 3 | 3 | 0
O=C(Nc1cccc(C(F)(F)F)c1)c1cc(-c2ccc(F)cc2)on1
 : 14 | 11 | 11 | 10
Cc1ccc(N2C(=O)c3ccc(C(=O)N4CCOCC4)cc3C2=O)cc1C
 : -13 | 20 | 20 | 2
CS(=O)(=O)N(CC(=O)NCc1ccccn1)Cc1ccc(Cl)cc1
 : 12 | -8 | -8 | -2
COc1ccc(-c2cc(C(=O)Nc3ccccc3SC)no2)cc1
 : 16 | 8 | 8 | 11

The list continues.
Values run as follows: eIF2B yeast act | eIF2B yeast act mutant toxicity | Yeast growth tox inhibition % | Yeast growth tox
O=C1CSc2ccccc2N1Cc1ccc(F)cc1
 : -4 | 13 | 13 | 19
CC(Sc1nc2ccccc2n1C)C(=O)NC(c1ccccc1)c1ccccc1 (stereo not drawn)
 : 34 | -16 | -16 | -18
CCOC(=O)Cc1csc(SCC(=O)Nc2cccc(Cl)c2)n1
 : 12 | -33 | -33 | 5
O=C(c1ccccn1)N(Cc1ccco1)C1(C(=O)NC2CCCC2)CCCCC1
 : · | · | 22 | 7
COc1cc(-c2nn3c(-c4ccccn4)nnc3s2)cc(OC)c1OC
 : 48 | -10 | -10 | 9
CN(C)C(=O)N1CCN(C(=O)N2CCOCC2)CC1
 : -17 | · | · | ·
O=S(=O)(c1ccc(Cl)s1)N1CCN(C/C=C/c2ccccc2)CC1
 : 20 | 5 | 5 | 5
Nc1nc2ccc(C(=O)Nc3ccccc3)cc2s1
 : 22 | -16 | -16 | 18
O=C(NCc1ccccn1)c1c(O)c2cccc3c2n(c1=O)CC3
 : 35 | -4 | -4 | 15
NC(=O)C1(N2CCCCC2)CCN(C2CC(=O)N(Cc3ccc(N4CCCC4=O)cc3)C2=O)CC1 (stereo not drawn)
 : · | · | 12 | 2

The list goes on:
Values run as follows: eIF2B yeast act | eIF2B yeast act mutant toxicity | Yeast growth tox inhibition % | Yeast growth tox
c1ccc(Cc2nn[nH]n2)cc1
 : -2 | · | 0 | -6
Cc1ccc(C2=CSC3=NS(=O)(=O)CCN23)cc1C
 : 1 | -2 | -2 | -18
O=C(OCC(=O)N1CCN(C(=O)c2ccco2)CC1)c1cc(=O)c2ccccc2o1
 : -17 | 24 | 24 | 14
Cc1cc(C)c2c3c(sc2n1)C(=O)N(C)CC(=O)N3
 : -23 | 12 | 12 | -2
O=c1c2ccccc2c2ccccc2c(=O)n1CC1CCCO1 (stereo not drawn)
 : 16 | 8 | 8 | 18
COc1ccc2ccccc2c1CN1CCN(C(=O)c2ccccc2)CC1
 : 25 | -16 | -16 | 8
COc1ccc(-c2cccc(C(=O)NCC(=O)O)c2)cc1
 : 20 | 15 | 15 | 13
O=C(Nc1ccc(O)cc1)C1CC=CCC1 (stereo not drawn)
 : 12 | -5 | -5 | -3
N#CC(c1ccc(Cl)cc1)c1ccc(Cl)nn1 (stereo not drawn)
 : 25 | 30 | 30 | 16
CCOC(=O)c1cnc(SCC(=O)Nc2ccc(NC(C)=O)c(OC)c2)nc1N
 : -8 | · | · | ·

Following part:
Values run as follows: eIF2B yeast act | eIF2B yeast act mutant toxicity | Yeast growth tox inhibition % | Yeast growth tox
Cc1ccccc1-n1c(=O)cc(NCC2CCCO2)[nH]c1=O (stereo not drawn)
 : -12 | 10 | 10 | 6
O=C1Nc2cc3c(cc2Sc2ccccc21)OCCO3
 : 4 | -18 | -18 | -34
O=C1C=C(Nc2ccccc2O)c2ccccc2C1=O
 : 22 | · | 0 | 17
O=C(CSc1ncnc2sc3c(c12)CCCC3)c1ccco1
 : 10 | 11 | 11 | 7
O=CNc1ccccc1Oc1ccccc1
 : 22 | 11 | 11 | 15
O=C(CN1C(=O)c2ccccc2S1(=O)=O)NCCSCc1ccco1
 : 14 | 12 | 12 | 12
Cc1cc(C)n(-c2c(F)c(F)c(COC(=O)c3ccccc3)c(F)c2F)n1
 : 21 | 23 | 23 | 32
Cc1cc(Cl)c(S(=O)(=O)Nc2ccccn2)cc1OCC(N)=O
 : 8 | · | 0 | 0
N#CCCCSc1nnnn1-c1cccc(Cl)c1
 : 12 | 6 | 6 | 9
Cc1cc(Cl)ccc1NC(=O)CCCN1C(=O)CCC1=O
 : · | · | 9 | 5

Next part:
Values run as follows: eIF2B yeast act | eIF2B yeast act mutant toxicity | Yeast growth tox inhibition % | Yeast growth tox
CN1CCN(Cn2cc(/C=C/C(=O)c3ccccc3)c3ccccc32)CC1
 : · | · | 38 | 26
c1ccc2sc(NC3=NCN(C4CCCCCC4)CN3)nc2c1
 : 27 | -22 | -22 | 9
COc1ccc(C(=O)Oc2ccc(C(C)=O)cc2)c(OC)c1
 : 20 | 6 | 6 | 5
CCN=C1SC(CC(=O)NC(C)C)C(=O)N1CC (stereo not drawn)
 : 28 | 14 | 14 | 5
COc1ccc(CCNC(=O)CSc2nc(N)c3c(C)c(C)oc3n2)cc1OC
 : -26 | 7 | 7 | 5
O=C(NCc1ccccc1F)C1CCCN(C(=O)NC2CCCCC2)C1 (stereo not drawn)
 : 10 | -11 | -11 | 7
C=CCSC1=C(C#N)C(c2cc(Br)c(O)c(OC)c2)CC(=O)N1 (stereo not drawn)
 : 18 | -19 | -19 | 22
CCOC(=O)C1=C(Cc2ccc(Cl)cc2)C(=O)c2ccccc2C1=O
 : · | · | 3 | 16
CCOCCCNC(=O)C(NC(=O)CNC(C)=O)c1ccc(Cl)cc1 (stereo not drawn)
 : 12 | · | 0 | -6
O=C(NCc1cccnc1)Nc1ccccc1F
 : · | · | -20 | 17

Remaining list, next part:
Values run as follows: eIF2B yeast act | eIF2B yeast act mutant toxicity | Yeast growth tox inhibition % | Yeast growth tox
O=c1c2ccccc2nc(-c2ccoc2)n1CCc1ccccc1
 : 4 | 23 | 23 | -1
S=C(c1nc2ccccc2[nH]1)N1CCOCC1
 : 28 | 4 | 4 | 18
CC1=C(C(=O)Nc2ccccn2)C(c2ccccc2)n2ncnc2N1 (stereo not drawn)
 : 3 | 13 | 13 | 29
COc1ccc(NC(=O)C2CC(=O)NC(Nc3cccc(C)c3)=N2)cc1 (stereo not drawn)
 : 15 | -3 | -3 | 3
CCOc1ccc(-c2cc(C)n3nc(C(N)=O)cc3n2)cc1
 : 29 | 20 | 20 | 32
CCOC(=O)c1c(=O)n(O)c2ccc(OC)cc2[n+]1[O-]
 : 11 | -10 | -10 | -11
Cc1ccc2nsnc2c1NC(=O)c1ccc2c(c1)OCCO2
 : 28 | 16 | 16 | 17
Cn1nnnc1SCC(=O)Nc1ccccn1
 : · | · | 18 | 12
Cc1ccc(S(=O)(=O)N2CCN(S(=O)(=O)N3CCOCC3)CC2)cc1
 : 10 | -12 | -12 | 10
Cc1ccc(C(=O)Nc2ccc(S(=O)(=O)N3CCc4ccccc4C3)cc2)o1
 : 44 | -9 | -9 | 10

Further entries follow:
Values run as follows: eIF2B yeast act | eIF2B yeast act mutant toxicity | Yeast growth tox inhibition % | Yeast growth tox
COc1ccc(C2C(=O)N(C3CCCCC3)CC(=O)N2C2CCCC2)cc1 (stereo not drawn)
 : -11 | 13 | 13 | -2
O=C(c1n[nH]c(=O)c2ccccc12)N1CCN(C2c3ccccc3-c3ccccc32)CC1
 : -10 | 10 | 10 | -6
N=c1c(C(=O)NCc2ccc3c(c2)OCO3)cc2c(=O)n3ccccc3nc2n1Cc1cccnc1
 : -24 | · | · | ·
O=C(OCC(=O)N1CCN(C(=O)c2ccco2)CC1)c1cn(-c2ccccc2)nc1-c1ccccc1
 : -26 | 21 | 21 | 34
CN(C)CCNc1nc(-c2ccccc2)c2c(c1C#N)CC(C)(C)OC2
 : · | · | 12 | 11
COC(=O)Cn1ncc2c3ccccc3n(Cc3ccccc3)c2c1=O
 : 23 | · | 0 | 22
Cc1ccc(-c2nn(C)c(=O)c3ccccc23)cc1S(=O)(=O)NCCO
 : -22 | 17 | 17 | 32
Cc1ccccc1CNC(=O)c1ccccc1C(=O)O
 : 9 | · | 0 | -2
COc1ccc(CC(=O)Nc2ccc(S(=O)(=O)Nc3cc(C)on3)cc2)cc1
 : 14 | 16 | 16 | 12
COc1cc(C(=O)O)ccc1OC(C)=O
 : 29 | · | 0 | 3

(listing goes on)
Values run as follows: eIF2B yeast act | eIF2B yeast act mutant toxicity | Yeast growth tox inhibition % | Yeast growth tox
CCCCNCCOCCOc1ccc(F)cc1
 : -20 | 14 | 14 | 26
O=C(Cc1cccc2ccccc12)Nc1ccccc1C(=O)O
 : 16 | 14 | 14 | -7
O=C(Cn1nnc2ccccc2c1=O)Nc1cc(C(F)(F)F)ccc1N1CCOCC1
 : 18 | 12 | 12 | 28
CCOC(=O)CNC(=O)CSc1nc(N(C)C)nc(N2CCOCC2)n1
 : -13 | -14 | -14 | 14
c1ccc(-n2ncc3c2ncn2nc(-c4ccco4)nc32)cc1
 : 20 | -23 | -23 | 7
COc1ccc2nc3c(cc2c1)c(NC(=O)c1cccs1)nn3CC(C)C
 : 10 | 10 | 10 | -1
